Screening data: PubChem BioAssay, several laboratories
5HT1a antag: blocks the human serotonin 5-HT1a receptor | P08908 | CHO 5-HT1a Ga15 NFAT-bla reporter, antagonist mode | inhibition, % at 10 µM | 62,000 compounds, 0.68% hits;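 active = inhibition above the mean of all tested compounds plus 3 SD, cut at about 43% in these data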;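 also: receptor stimulated by 5-CT agonist at 100 nM near EC80; beta-lactamase reporter measured by ratiometric fluorescence of a cleavable substrate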
S1P1 ag pot: activates or potentiates agonism at human S1P1 receptor. P21453. S1P1 CRE-bla cells, forskolin, beta-lactamase FRET, potentiator mode; S1P1 agonist co-added at EC20, 2 nM; 100% = saturating reference agonist, 0% = basal. activation, % at 9.5 µM. 56,000 compounds, 0.57% hits;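 active = activation above a cutoff set at the mean activation of all tested compounds plus 3 SD, cut at about 54% in these data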;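 also: forskolin at 4 µM as EC80 and the EC20 agonist is SEW2871; 100% = SEW2871 at its EC100 plus forskolin at EC80; some compounds past the cut are filed as inactive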
Target sequence (P21453 whole entry, looked up): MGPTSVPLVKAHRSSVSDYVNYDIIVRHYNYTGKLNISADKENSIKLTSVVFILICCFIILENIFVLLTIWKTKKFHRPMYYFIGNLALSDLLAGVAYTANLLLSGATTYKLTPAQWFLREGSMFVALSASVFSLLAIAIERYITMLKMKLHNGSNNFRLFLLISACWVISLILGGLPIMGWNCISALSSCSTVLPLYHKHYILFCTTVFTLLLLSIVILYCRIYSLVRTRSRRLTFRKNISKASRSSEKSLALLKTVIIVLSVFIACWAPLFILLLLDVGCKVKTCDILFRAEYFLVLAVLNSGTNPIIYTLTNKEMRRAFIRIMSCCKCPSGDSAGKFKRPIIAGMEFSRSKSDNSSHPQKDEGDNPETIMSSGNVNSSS
D1 mod: D1 dopamine receptor (human) allosteric modulation; P21728; HEK293 D1, CRE-luciferase, dopamine EC30 potentiation; actives deviate in either direction; B-score at 10 µM; 58,000 compounds, 5.9% hits;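 active = luminescence count or its row- and column-corrected plate score outside the 99.7% band of the plate's sample wells, on either side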
HTR1E agonist: 5-HT1E (human) receptor agonism; P28566; CHO 5-HT1E Ga15 NFAT-bla reporter, FRET; 0% DMSO wells, 100% control agonist wells; activation, % at 6 µM; 65,000 compounds, 0.69% hits;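 active = activation above a set limit, the screen-wide mean activation plus 3 SD, cut at about 8.5% in these data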;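 also: 100% = positive control agonist at 1 µM giving full maximal response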
Target sequence (P28566 whole entry, looked up): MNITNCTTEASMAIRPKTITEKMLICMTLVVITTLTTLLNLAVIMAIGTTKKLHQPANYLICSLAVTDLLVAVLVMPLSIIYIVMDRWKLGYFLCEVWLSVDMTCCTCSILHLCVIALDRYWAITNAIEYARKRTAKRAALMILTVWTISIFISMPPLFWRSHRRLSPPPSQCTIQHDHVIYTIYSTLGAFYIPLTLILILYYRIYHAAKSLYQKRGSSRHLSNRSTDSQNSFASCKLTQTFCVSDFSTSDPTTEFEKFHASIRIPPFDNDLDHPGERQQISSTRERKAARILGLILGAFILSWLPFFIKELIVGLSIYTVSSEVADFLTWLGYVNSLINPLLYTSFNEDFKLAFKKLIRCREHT
HTR1A agonist: activates the human 5-HT1a serotonin receptor. activation, % at 10 µM. CHO 5-HT1a Ga15 NFAT-bla reporter, FRET ratio; 0% basal, 100% maximal reference agonist. P08908. 65,000 compounds, 0.56% hits. AID 567;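 active = activation above the screen-wide mean activation plus 3 SD, cut at about 19% in these data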;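 also: 0% = DMSO wells and 100% = 5-CT at EC100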
HTR1E antagonist: antagonists of human 5-HT1E serotonin receptor | P28566 | inhibition, % at 6 µM | CHO 5-HT1E Ga15 NFAT-bla reporter, FRET, antagonist | 65,000 compounds, 0.99% hits;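 active = inhibition above a set limit, the mean inhibition across every tested compound plus 3 SD, cut at about 29% in these data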;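 also: signal is the 460 over 535 nm emission ratio of beta-lactamase substrate; 0% = agonist plus DMSO wells and 100% = wells without agonist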
Jurkat tox 60K: cytotoxic compounds reducing Jurkat cell viability. AID 463. 56,000 compounds, 1.2% hits. inhibition, % at 4 µM. Jurkat E6.1 viability, ATP luminescence, 48 h;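 active = inhibition above the mean inhibition of all tested compounds plus 3 SD, cut at about 28% in these data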
S1P3 agonist: agonists of human S1P3 receptor | AID 373 | S1P3 NFAT-BLA reporter cells, agonism, FRET ratio; relative to 1 µM S1P, basal subtracted | activation, % at 4.5 µM | 60,000 compounds, 0.1% hits;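 active = activation above the screen-wide mean plus 3 SD, cut at about 4.5% in these data, passing the limit was not always enough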; also: some compounds called inactive have numbers as strong as hits
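Assay system: stable CHO line with human S1P3, Gα16, NFAT-BLA reporter; Detection: FRET β-lactamase substrate fluorescence, excitation 405 nm, 460/535 nm emission ratio, background-subtracted; Read-out: percent activation versus median 1 µM S1P response, basal-subtracted, per plate; Incubation: cells plated overnight, compound 4 h 37 °C, substrate 2 h RT.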
HEK293 NFkB inh: lowers PMA/ionomycin-induced NF-kB signal in HEK293 cells | HEK-293 NF-kB luciferase reporter, luminescence | inhibition, % at 3 µM | 62,000 compounds, 0.21% hits | AID 465;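 active = inhibition above the mean of all tested compounds plus 3 SD, cut at about 40% in these data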;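 also: 0% = stimulated DMSO wells and 100% = 10 µM reference inhibitor 5653914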
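Timing: 1 h pretreatment, 16 h stimulation, 37 °C; system: HEK-293 cells with stable firefly luciferase reporter driven by four HIV NF-kB elements; doses: 3 µM once, 0.30% DMSO; measured by: luciferase luminescence; control set: DMSO and 10 µM reference inhibitor; repeats: single test; reagent: PMA plus ionomycin mix as NF-kB-activating stimulus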
An asterisk follows results filed as active; . = no result given.

Screens in order: HTR1E agonist, Jurkat tox 60K, HEK293 NFkB inh, HTR1A agonist, S1P1 ag pot, D1 mod, HTR1E antagonist, 5HT1a antag, S1P3 agonist
1	Cc1cccc(N(C(=O)CCC(=O)Nc2cc(C)on2)C(C(=O)NC2CCCC2)c2ccncc2)c1 (stereo not drawn)
  0.7, -12, 12, -4.8, -19, -0.053, -7, 11, -1.1
2	CCCc1cc(N2CCCC(C(=O)Nc3cc(Cl)ccc3OC)C2)n2ncnc2n1 (stereo not drawn)
  -0.4, ., 22, -0.7, ., -0.99, 6, 6, .
3	COc1cccc(-c2cc(C(=O)NCCN3CCOCC3)no2)c1
  0.8, -5, -4, -3.8, -3, 0.36, -7, -6, -0.8
4	CN1CCN(CCCNC(=O)Cn2ncc3c4ccccc4n(C)c3c2=O)CC1
  0.2, -4, 15, -1.0, -23, -0.11, -7, 4, 0.2
5	CC(NC(=O)C1CC=CCC1C(=O)O)C1CC2CCC1C2 (stereo not drawn)
  -1.1, 10, 21, -2.3, -8, -0.19, 4, 15, -1.0
6	CCS(=O)(=O)N1CCC(C(=O)NC2CCCCCCC2)CC1
  -0.4, 1, 2, -4.8, -19, -0.062, -11, -16, -0.2
7	CCOC(=O)C(C)Sc1nnc(Cn2c(=O)sc3ccccc32)n1-c1ccccc1 (stereo not drawn)
  2.5, 4, 4, 1.0, 7, 0.31, 8, 14, -1.0
8	COCCn1c(SCc2cnc(-c3ccccc3)s2)nnc1-c1ccncc1
  -0.7, 6, 11, -1.6, 6, 0.057, -7, 4, -0.5
9	COc1ccc(C2/C(=C(\O)c3ccc4c(c3)OCCO4)C(=O)C(=O)N2CCCN(C)C)cc1 (stereo not drawn)
  -1.4, ., ., 8.4, 14, ., 3, ., -2.3
10	Cc1c(C(=O)NCc2cccnc2)oc2ccc(S(=O)(=O)N3CC(C)CC(C)C3)cc12 (stereo not drawn)
  0.9, 1, 6, 1.7, 9, 1.5, -2, -3, 0.0
11	CC(CCc1ccco1)NC(=O)Nc1cccc(F)c1 (stereo not drawn)
  1.1, -11, -3, 0.4, 6, -0.26, 12, 6, -0.5
12	CCn1c(SCC(=O)Nc2ccccc2C)nnc1-c1ccccc1O
  -0.3, 2, -7, -1.8, ., -0.5, 7, -2, -0.3
13	OCCNc1nc(N2CCN(Cc3ccccc3)CC2)nc2ccccc12
  -1.2, -8, 8, -2.2, -16, -1.1, -18, -16, 0.5
14	CCOC(=O)c1c(C)c(C(=O)N2CCc3ccccc3C2)c(C)n1CC
  -0.8, 18, 21, 0.9, 3, 1.2, 4, 9, -1.1
15	O=c1oc2c(CN3CCCCCC3)c(O)ccc2cc1-c1nc2ccccc2[nH]1
  1.0, 4, 15, -1.1, 26, 0.12, 30*, 15, -0.3
16	CCCCOC(=O)C1=C(C)Nc2ncnn2C1c1ccc(OCC)c(OC)c1 (stereo not drawn)
  -1.1, 15, 10, -1.3, -4, 0.68, 6, 0, -1.2
17	C=CCOc1ccc(/C(O)=C2\C(=O)C(=O)N(CCOC)C2c2cccnc2)cc1 (stereo not drawn)
  -0.9, 5, -11, -7.3, 15, -0.13, -3, 10, -0.7
18	COc1ccc(NC(=O)CSc2nc3sc(C)c(C)c3c(=O)n2Cc2ccco2)cc1
  -0.3, -3, 0, -1.9, -4, 1.4, -3, 7, 0.1
19	c1csc(-c2csc3ncnc(NCCCN4CCOCC4)c23)c1
  0.7, 19, 19, 0.4, 33, 0.16, 22, -7, -0.2
20	Cc1ccc(-c2nnn(CC(=O)O)n2)cc1
  1.6, ., 0, 0.9, ., -0.2, -1, 2, .
21	Cc1noc(C)c1COC(=O)c1cccnc1SCC(=O)Nc1ccc2c(c1)OCO2
  0.2, 4, 11, -1.3, 4, 2, 22, 4, -1.3
22	CC(=O)Nc1cc(-c2nn(CC(=O)N3CCCCC3)c(=O)c3ccccc23)ccc1N1CCOCC1
  0.1, -4, 14, 1.2, 15, 1, -2, -18, 0.7
23	Cc1nc(Nc2ccc(S(N)(=O)=O)cc2)oc1C
  0.4, 5, 10, -1.8, -24, -0.77, 2, -5, -1.0
24	Cn1c(=O)c2c(nc(NCC3CCCO3)n2C)n(C)c1=O (stereo not drawn)
  0.0, -4, 10, 0.0, -9, -0.031, -3, 9, -1.7
25	CCn1c(N)c(C(=O)NCc2ccc3c(c2)OCO3)sc1=S
  -0.2, -3, 6, -2.5, -21, 1.3, 5, -2, -0.6
26	COc1ccc(CNC(=O)CCS(=O)(=O)c2cccc3nonc23)cc1
  -0.8, ., 24, -1.5, ., 0.18, -3, 8, .
27	COc1ccc(Nc2nc(N)nc(CN3CCOCC3)n2)cc1
  -2.1, 4, 19, -3.0, -1, 1.4, 5, -3, -0.1
28	CCOCCCNC(=O)N[C@@H](Cc1ccccc1)C(=O)OC
  0.2, 5, 8, -0.2, -17, 0.24, -1, 3, -1.1
29	Cc1ccc(-n2c(Cc3cccs3)nnc2SCC(=O)Nc2ccc(S(N)(=O)=O)cc2)cc1
  0.7, -6, 11, 1.1, -2, -0.58, -3, -9, 1.0
30	CN1C(=O)c2cccc(N(C)C)c2C1=O
  0.3, -6, -5, 1.8, 5, 1.5, 5, 6, -0.6
31	COc1ccc2cc(C#N)c(NC(C)C)nc2c1
  -0.2, 2, 22, 0.9, -3, 5.4, 7, -20, -0.3
32	COc1ccc(Cn2c(-c3ccco3)nc3oc4cc(OC)ccc4c(=O)c3c2=O)cc1
  0.6, -2, 10, -1.5, -33, ., -4, -4, -0.5
33	O=C(Nc1ccccc1N1CCN(C(=O)c2ccc(Cl)cc2)CC1)c1cc2ccccc2o1
  1.4, -2, 14, 0.3, -22, 0.4, -10, 2, -1.1
34	CCC(=NCCc1ccccc1)C1=C(O)CCC1=O
  -0.1, -7, -7, -2.6, -19, 1.1, 0, -2, 0.6
35	CC(C)NC(=O)c1ccccc1-c1nc(-c2ccccc2Cl)no1
  -1.0, 5, 19, -0.2, -4, -0.24, -1, 4, -0.3
36	Cn1[nH]c(=O)c2ccccc2c1=O
  -0.9, 2, 8, -3.4, 15, -0.23, 16, 2, -1.4
37	Fc1cccc(F)c1CN1CCN(c2ncccn2)CC1
  0.6, 5, 17, 0.2, ., 0.06, -11, -5, -1.0
38	COCCCNS(=O)(=O)c1ccccc1
  -0.1, -4, 3, -5.5, -14, -0.9, -1, -7, -0.1
39	O=C(NCCCN1CCCCCC1)C1CC(=O)N(C2CCCC2)C1 (stereo not drawn)
  -0.5, -6, 10, -1.6, 13, -0.29, -2, -4, 0.8
40	Nc1cc(C(=O)O)ccc1Nc1ccccc1
  1.0, 4, 10, 2.2, 15, 1.1, 10, 1, -0.7
41	Cc1ccc(C)c(N2CCN(C(=O)CCc3nc4ccccc4[nH]3)CC2)c1
  -0.7, 11, 35, -2.6, 22, -0.14, 9, 2, -1.7
42	CC1=C(C(=O)OCC(C)C)C(c2ccccc2Cl)NC(=O)N1C (stereo not drawn)
  -0.5, 5, 2, 0.6, 6, -0.6, 7, -3, -0.5
43	CCOC(=O)c1c(-c2ccc(OC)cc2)nc2nonc2c1N
  -0.5, 7, 4, -2.0, -12, 1.6, 14, 3, -0.7
44	CCOC(=O)N1CCN(Cc2nc3c(c(=O)[nH]c(=O)n3C)n2Cc2ccccc2C)CC1
  0.8, 5, 11, -0.2, 6, ., 4, -10, -1.1
45	COc1ccc(N2C(=O)NC3CC2(C)Oc2ccc(Cl)cc23)cc1OC (stereo not drawn)
  -0.2, 2, 4, -0.2, -16, 0.67, 8, -4, 0.3
46	COc1ccc(-c2nn(C)c(=O)c3ccccc23)cc1CNC(=O)c1ccco1
  -0.2, 11, 15, 0.1, -24, 4.5*, 16, 24, -1.3
47	c1ccc(-c2nn3c(C4CCCCC4)nnc3s2)nc1
  0.6, -1, -2, 0.9, -37, 3.2, 12, 6, 1.7
48	CCCCOC(=O)Nc1ccc(C(=O)OC)cc1
  1.5, -6, -8, -0.7, -17, 0.24, -8, -6, -1.3
49	Fc1ccc(-c2csc3nnc(SCc4cccnc4)n23)cc1
  0.6, 0, 19, -0.5, -16, 17*, 1, -18, 0.0
50	O=C(/C=C/c1ccccc1)c1ccccc1
  0.0, ., ., -2.5, -9, -0.95, 10, ., -0.9

Continuation.
Screens in order: HTR1E agonist, Jurkat tox 60K, HEK293 NFkB inh, HTR1A agonist, S1P1 ag pot, D1 mod, HTR1E antagonist, 5HT1a antag, S1P3 agonist
51	O=C(Cn1nc(C(F)(F)F)c2c1CCC2)NCc1ccc(F)cc1
  -0.1, 0, -4, -2.0, -14, -0.39, 0, 15, -0.6
52	CC(C)COC(=O)n1c(SCC(=O)N(C)C)nc2ccccc21
  -0.4, 2, 4, 1.0, -17, 2.5, 8, 6, -2.1
53	Cn1c(SCc2nnc(-c3ccc(F)cc3)o2)nnc1C1COc2ccccc2O1 (stereo not drawn)
  0.2, -3, 17, 1.0, -2, -0.026, 5, -16, 0.1
54	COc1ccc(C(=O)N2CCN(C(C)=O)CC2)cc1S(=O)(=O)NCc1ccc(Cl)cc1
  1.6, 0, 6, -2.1, 16, -1.6, -9, 6, 0.8
55	O=C(c1cnc2sccn2c1=O)N(Cc1ccccc1)c1ccccn1
  0.5, 1, 10, 27*, 7, -0.5, -6, -6, -0.4
56	COC(=O)c1cccc(N(C(=O)CNC(=O)c2ccco2)C(C(=O)NC2CCCC2)c2ccco2)c1 (stereo not drawn)
  0.0, -1, 22, -1.0, -14, ., -5, 7, -0.4
57	Cn1c(-c2ccccc2)cccc1=O
  -0.1, -4, 16, -3.2, 0, -0.047, -5, -1, 0.3
